# HePTP inh = inhibitors of human HePTP phosphatase | P35236 | recombinant HePTP phosphatase activity, OD absorbance | inhibition, % at 20 µM | 110,000 tested, 0.64% active; in the data active = inhibition above about 50%;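 also: plate controls were vehicle for no effect and reference inhibitor for full effect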
# Target sequence (P35236 whole entry, looked up): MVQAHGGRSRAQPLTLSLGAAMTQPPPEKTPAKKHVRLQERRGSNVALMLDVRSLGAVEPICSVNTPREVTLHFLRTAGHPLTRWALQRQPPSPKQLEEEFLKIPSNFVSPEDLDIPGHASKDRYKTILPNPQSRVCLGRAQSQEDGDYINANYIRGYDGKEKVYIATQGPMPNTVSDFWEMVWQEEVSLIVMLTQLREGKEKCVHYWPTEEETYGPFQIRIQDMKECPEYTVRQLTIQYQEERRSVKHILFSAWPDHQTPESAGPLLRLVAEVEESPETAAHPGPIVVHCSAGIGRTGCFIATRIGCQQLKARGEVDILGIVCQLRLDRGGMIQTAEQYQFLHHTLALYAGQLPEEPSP
# BAP1 block = blocks human BAP1 ubiquitin-AMC hydrolysis; activity remaining (% of control), % at 20 µM; 72,000 tested, 0.48% active; recombinant BAP1, Ub-AMC hydrolysis fluorescence kinetic; hits give low values;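 active = activity remaining at or below 50% of control, provided the compound also passes the data quality filters; inactive = the rest, including low values that fail the filters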;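 also: 100% = DMSO wells rate and 0% = substrate alone blank rate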
# Target sequence (Q92560 whole entry, looked up): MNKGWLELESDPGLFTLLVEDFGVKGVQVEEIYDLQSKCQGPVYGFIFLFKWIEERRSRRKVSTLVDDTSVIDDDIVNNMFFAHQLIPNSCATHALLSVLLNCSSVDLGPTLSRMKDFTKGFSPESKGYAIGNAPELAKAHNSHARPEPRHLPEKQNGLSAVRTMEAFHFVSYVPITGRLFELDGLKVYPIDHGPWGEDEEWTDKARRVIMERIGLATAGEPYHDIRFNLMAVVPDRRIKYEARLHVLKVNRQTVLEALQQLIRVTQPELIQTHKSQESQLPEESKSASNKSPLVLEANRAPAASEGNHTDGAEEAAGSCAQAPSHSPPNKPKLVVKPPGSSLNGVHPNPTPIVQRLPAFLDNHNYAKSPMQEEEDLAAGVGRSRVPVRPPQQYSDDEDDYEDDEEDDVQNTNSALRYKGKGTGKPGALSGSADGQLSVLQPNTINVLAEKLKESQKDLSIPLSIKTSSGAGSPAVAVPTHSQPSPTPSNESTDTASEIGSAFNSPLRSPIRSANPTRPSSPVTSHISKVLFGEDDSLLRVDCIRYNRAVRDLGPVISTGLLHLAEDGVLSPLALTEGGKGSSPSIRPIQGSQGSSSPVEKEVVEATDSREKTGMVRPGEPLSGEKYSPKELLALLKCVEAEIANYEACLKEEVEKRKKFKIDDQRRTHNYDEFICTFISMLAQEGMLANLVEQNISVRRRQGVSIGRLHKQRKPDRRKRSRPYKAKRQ
# The depositor's hits bear a star; x = no result given; & = joins results of further samples.
# Values run as follows: HePTP inh, BAP1 block
CCN1CCN(CCCNC(=O)Cn2cc3c(n2)CCCC3)CC1
    1.2, 101.3
O=C(Nc1nc2c(s1)C(=O)CCC2)c1ccccc1
    -2.7&-4.3, 76.8
COc1ccc(Cl)cc1-c1nc(-c2ccc(Br)o2)no1
    2.3, 77.2
O=C(c1cccc(F)c1)N1CCN(C(=O)C2CC2)CC1
    6.5, 98.6
C#CCSc1nnc2nc(C)cc(C)n12
    -15.0, x
O=c1c2c(-c3ccccc3)csc2nc2n1CCC2
    0.1, 127.7
COc1cccc(C2NC(CCSC)(C(=O)O)C3C(=O)N(C(C)C)C(=O)C23)c1O (configuration not stated)
    -1.7, 106.2
CCOc1ccc(Br)cc1/C=N/O
    -0.5, x
CCCCc1c(C)nc2ccc(OC)cc2c1SCC(=O)O
    0.7, x
Cc1cnc(C(=O)OCC(=O)NC(=O)NC(C)C)cn1
    9.0, 124.4
CCCCn1c(CN2CCN(C(=O)OCC)CC2)nc2c1c(=O)n(C)c(=O)n2C
    -1.2, 96.5
COc1ccc(C2CC(=O)NC3=C2C(=O)CCC3)cc1Cl (configuration not stated)
    -10.3, 91.8
Nc1ccc(C(=O)OCCCc2nc3ccccc3[nH]2)cc1
    -4.1, 103.8
CCOc1ccc(NC(=O)c2ccccc2C(F)(F)F)cc1
    -1.5, x
C=CCSC1=N/C(=C\C=C\c2ccco2)C(=O)S1
    6.6, 61.4

# Remaining list, next part
# Values run as follows: HePTP inh, BAP1 block
CCOC(=O)N1CCN(c2ccc(Cl)c(Cl)c2)CC1
    -2.0, 93.7
CCn1c2ccccc2c2cc(C3C(C(=O)OCC4CCCO4)=C(C)NC4=C3C(=O)CCC4)ccc21 (configuration not stated)
    -7.5, x
NC(=O)CNC1CC(=O)N(c2ccc(Br)cc2)C1=O (configuration not stated)
    3.5, x
Cc1cccc(NC(=O)/C=C/c2ccc3c(c2)OCO3)n1
    -8.4, x
Cc1ccc(-n2nc3c(c2NC(=O)c2c(-c4ccccc4Cl)noc2C)CS(=O)(=O)C3)c(C)c1
    0.9, 94.4
CC(C)C1=CC(=NS(=O)(=O)c2ccc(Cl)cc2)C=C(C(C)C)C1=O
    -10.7, x
Cc1ccc(C(=O)N2CCN(c3ccccn3)CC2)cc1[N+](=O)[O-]
    5.1, x
Cc1ccc(N2C(=O)NC(=O)/C(=C/c3ccc(OCC(=O)O)cc3)C2=O)cc1
    -7.0, x
CCCC(=O)Nc1ccc(NC(=O)CCc2ccccc2)cn1
    14.8, 102.8
CCCOc1cccc(C(=O)Nc2cccc(C(=O)Nc3nccs3)c2)c1
    -11.7, x
O=C(c1nn2c(C(F)(F)F)cc(-c3ccco3)nc2c1Br)N1CCCc2ccccc21
    6.0, 61.5
CC(C)Cn1cc(F)c(=O)n(CC(C)C)c1=O
    -13.3, 112.5
COCCCNC(=O)c1cc2c(=O)n(C)c3ccccc3c2n1C
    4.0, 100.4
COc1ccc(CC(=O)Nc2ccc3c(c2)OCO3)cc1OC
    3.2, x
COc1cccc2c1NC(c1ccc(Cl)cc1)C1CC=CC21 (configuration not stated)
    5.8, x

# Compound profiles (already shown). Order of values: HePTP inh | BAP1 block
# Cc1cnc(C(=O)OCC(=O)NC(=O)NC(C)C)cn1 reads 9.0 | 124.4
# Nc1ccc(C(=O)OCCCc2nc3ccccc3[nH]2)cc1 reads -4.1 | 103.8

# Additional records
# Values run as follows: HePTP inh, BAP1 block
COc1cc(NC(=O)c2cc3n(n2)C(C(F)(F)F)CC(c2ccc(Br)cc2)N3)cc(OC)c1OC (configuration not stated)
    7.4, x
CC(C)(C)n1nc2c(c1NC(=O)Cc1ccccc1)CSC2
    x, 89.7
CCOCCn1c(SC)nc2c1c(=O)[nH]c(=O)n2C
    6.2, 185.8
CCc1c(C)c(C#N)c2nc3ccccc3n2c1NC1CCCCC1
    x, 121.3
Cc1cc(Cl)c(S(=O)(=O)N2CCSCC2)cc1OCC(N)=O
    -2.9, 83.1
CCC1=NN(C(=O)Cc2ccc([N+](=O)[O-])cc2)C(O)(C(F)(F)F)C1 (configuration not stated)
    1.6, x
CCOC(=O)C1=C(C)NC2=C(C(=O)c3ccccc32)C1c1ccc(OC)cc1 (configuration not stated)
    -1.5, x
CCN1C(=O)N(C)C2C1N(C)C(=O)N2CC (configuration not stated)
    -8.1, x
C#CC(C)(C)NC(=O)CN(c1ccc(C)cc1)S(=O)(=O)c1ccc(F)cc1
    9.3, x
COc1cccc(OCCNC(=O)C(c2ccccc2)c2ccccc2)c1
    -11.9, x
O=C(NCCc1ccccc1)c1cnc2sccn2c1=O
    7.2, 81.3
Brc1cccc(CN2CCN(C3CCCC3)CC2)c1
    1.7, x
CCCCCCn1c(NCC)nc2c1c(=O)[nH]c(=O)n2C
    14.0, 89.8
Cc1ccc(C2N(c3ccc(Cl)c(Cl)c3)C(=O)C3CCCN32)o1 (configuration not stated)
    8.3, 82.4
CC(C)OC(=O)COc1ccc2c3c(c(=O)oc2c1)CCCC3
    6.4, x

# Additional records follow.
# Values run as follows: HePTP inh, BAP1 block
CCOC(=O)c1c(NC(=O)c2cccc(OC)c2)sc(C(=O)Nc2ccccc2OC)c1C
    7.2, x
CC1(C)NC(=O)N(CC(O)COc2ccc(-c3ccc(C#N)cc3)cc2)C1=O (configuration not stated)
    6.6, 123.5
O=C1c2ccccc2/C(=N/N=C/c2cccs2)C1C(=O)C(c1ccccc1)c1ccccc1 (configuration not stated)
    3.0, x
CCC(=O)N1c2ccccc2NC2=C(C(=O)CC(c3ccco3)C2)C1c1ccco1 (configuration not stated)
    5.7&10.2, x
CC(=O)NC1=NN(C(C)=O)C(C)(c2cccc(OC(=O)c3ccccc3)c2)S1 (configuration not stated)
    2.8, x
CCOC(=O)c1c(NC(=O)c2cc3cc(Br)ccc3oc2=O)sc2c1CCC(C)C2 (configuration not stated)
    x, 118.8
COc1ccc(C2C(C(=O)OCCOC(C)C)=C(C)NC3=C2C(=O)CC(C)(C)C3)c(OC)c1 (configuration not stated)
    x, 196.2
CCOC(=O)C1CCN(c2c(NCc3ccc(C(=O)NCCOC)cc3)c(=O)c2=O)CC1
    -1.4, 98.3
CCOC(=O)c1ccc(NC(=O)CC2SC(=NC)N(C)C2=O)cc1 (configuration not stated)
    2.6, 100.0
CC1CCCN(C(=O)CN2CCN(C(=O)c3ccco3)CC2)C1 (configuration not stated)
    10.2, 100.8
CC(=O)Nc1cc(OC(C)=O)c2nonc2c1OC(C)=O
    -4.7, 103.4
c1ccc(C(c2ccccc2)c2nc3ccccc3[nH]2)cc1
    9.7, x
CCc1c(C)sc(NC(=O)c2ccc(OC)c(OC)c2)c1C(=O)OC
    5.4, x
O=C(Nc1ccc(S(=O)(=O)N2CCCCC2)cc1)c1cccc([N+](=O)[O-])c1
    7.4, x
CCOC(=O)C1=C(C)Nc2ncnn2C1/C=C/c1ccccc1 (configuration not stated)
    8.5, 102.8

# Additional entries:
# Values run as follows: HePTP inh, BAP1 block
N#C/C(=C(/O)C(Cl)(Cl)Cl)c1nc2ccccc2[nH]1
    2.7, x
COc1cc2c(cc1OC)-c1nnc(-c3ccc(Br)o3)n1C(C)(C)C2
    5.1, x
O=S(=O)(NCC(c1cccnc1)N1CCN(c2ccccc2)CC1)c1cc(F)ccc1F (configuration not stated)
    9.8, 110.7
CCOC(=O)c1c(N=CC=Cc2ccc([N+](=O)[O-])cc2)sc2c1CCCC2
    x, 71.5
O=C(CSc1nnc(CCCN2C(=O)c3cccc4cccc(c34)C2=O)n1-c1ccccc1)N1CCN(CCO)CC1
    -4.4, x
CC1CCN(CCC(=O)N2CCCc3c2c(=O)oc2ccc(O)cc32)CC1
    7.4, 93.0
O=C1NC(=O)N(c2ccc(Cl)cc2)C(=O)/C1=C/c1ccc(-c2ccc(Cl)c(C(=O)O)c2)o1
    3.0, x
CN(C)NC(=O)Nc1cccc(Cl)c1
    3.5, x
COC(=O)c1c(N)c(C#N)c(C)n1-c1ccccc1
    1.0, 92.7
COC(=O)c1ccc(/C=N/NC(=O)C2CC(=O)N(c3ccc(OC)cc3)C2)cc1 (configuration not stated)
    0.6, x
O=C1NC(c2ccc3c(c2)OCO3)Oc2ccccc21 (configuration not stated)
    -3.0, 108.2
c1ccc(-c2ccc(-n3ccnc3)cc2)cc1
    8.4, 114.6
O=C(NCCCn1ccnc1)c1csc2ccccc12
    1.8, 120.2
COC(=O)C1=C(C)N(c2cc(Cl)cc(Cl)c2)C(=O)C1
    -3.4, x
O=C(Nc1ccc2oc(-c3cccnc3)nc2c1)c1cc2ccccc2o1
    9.6, 82.9

# 3 entries out of the list above, arranged by the value under BAP1 block, lowest first.
structure	HePTP inh	BAP1 block
O=C(Nc1nc2c(s1)C(=O)CCC2)c1ccccc1	-2.7&-4.3	76.8
CCCCCCn1c(NCC)nc2c1c(=O)[nH]c(=O)n2C	14.0	89.8
O=C1NC(c2ccc3c(c2)OCO3)Oc2ccccc21 (configuration not stated)	-3.0	108.2

# Part of the list above in a different format:
Cc1cnc(C(=O)OCC(=O)NC(=O)NC(C)C)cn1
  HePTP inh: 9.0	BAP1 block: 124.4
COc1ccc(C2CC(=O)NC3=C2C(=O)CCC3)cc1Cl (configuration not stated)
  HePTP inh: -10.3	BAP1 block: 91.8
CC1CCCN(C(=O)CN2CCN(C(=O)c3ccco3)CC2)C1 (configuration not stated)
  HePTP inh: 10.2	BAP1 block: 100.8
N#C/C(=C(/O)C(Cl)(Cl)Cl)c1nc2ccccc2[nH]1
  HePTP inh: 2.7	BAP1 block: x

# The list goes on:
# Values run as follows: HePTP inh, BAP1 block
CCC(C)(C)n1nnnc1C(c1cc2cc(C)cc(C)c2[nH]c1=O)N1CCCC1 (configuration not stated)
    0.7, 90.9
COc1cc2c(c(OC)c1)C(c1cccc(OC)c1OC)CC(=O)N2 (configuration not stated)
    2.3, 93.3
Cc1ccc(S(=O)(=O)Cc2cn3cccnc3n2)cc1
    8.5, x
Cc1ccc(C(=O)N2c3c(C)cccc3C(Nc3ccccc3C)CC2C)cc1 (configuration not stated)
    8.8, x
Cc1nc(SCC(N)=O)[nH]c(=O)c1Cc1ccc(OC(C)C)cc1
    3.9, 131.8
CC(=O)Nc1cccc(NC(=O)c2sc3ncn(CC(=O)N4CCCCC4)c(=O)c3c2C)c1
    5.8, 104.9
CCOc1nc(-c2ccc(C)cc2)ccc1-c1noc(-c2cccnc2)n1
    5.6, 72.8
N#CC1=C(N)N(c2ccccc2Sc2ccccc2)C(=O)C1
    3.1, 97.0
Cc1cc(C(=O)CSc2nnc(-c3ccccc3)n2Cc2ccc3c(c2)OCO3)c(C)n1C
    -2.9, 88.6
COc1ccc(-n2nc(C(=O)NCC(=O)N3CCN(c4ccccn4)CC3)c3ccccc3c2=O)cc1
    2.8, 98.9
C=CCN1C(=O)/C(=C\c2cc(Br)ccc2OCC)C(=O)NC1=S
    8.6, x
CCOCc1nnc(NC(=O)CCc2ccccc2)s1
    -2.9, 113.8
CCOc1ccccc1Nc1nnc(SCC(=O)N2CCCC2)s1
    6.7, 100.3
Cc1nc(C)c(C(=O)C2=C(O)C(=O)N(CCCn3ccnc3)C2c2ccc(Cl)cc2)s1 (configuration not stated)
    9.7, 92.1
CCCc1cc(=O)[nH]c(SCC(=O)N(CC)Cc2ccccc2)n1
    -5.8, x

# (cont.)
Compound | HePTP inh | BAP1 block
Cc1cc(O)c(C(C)C)cc1NC(=O)c1cc(C(C)(C)C)oc1C | -10.5 | x
CC(C)(C)NC(=O)COC(=O)c1ccc(O)cc1 | 7.0 | 107.1
CC1CN(C(=O)CN2C(=O)NC(C)(c3ccccc3)C2=O)CC(C)O1 (configuration not stated) | 1.0 | 86.6
COc1ccc(-c2noc(COc3cc(C)c(Cl)c(C)c3)n2)cc1 | -16.2 | x
CCC(=O)N1CCN(c2ccccc2NC(=O)COc2cccc(C)c2)CC1 | 5.3 | 95.0
N#CCCn1c2c(ccc1=O)CCCC2 | x | 67.6
Oc1c(C(c2ccco2)N2CCC3(CC2)OCCO3)sc2ncnn12 (configuration not stated) | -5.2 | 93.3
O=C(NC1CCCCCC1)c1ccccc1[N+](=O)[O-] | -18.4 | x
Cc1cc(C)n(CC(O)COCc2ccccc2)n1 (configuration not stated) | -1.7&3.4 | 94.8
c1ccc(N2CCN(c3ncnc4sc5c(c34)CCC5)CC2)cc1 | 5.0 | 84.7
Cc1csc(SCCn2c(N3CCN(c4ccccc4)CC3)nc3c2c(=O)[nH]c(=O)n3C)n1 | -8.5 | 97.1
Cc1ccc(C(=O)Oc2ccc(/C=C3\SC(=S)NC3=O)cc2)cc1 | 3.4 | x
Cc1nc(N2CCCC2)c2nnn(Cc3ccccc3Cl)c2n1 | -2.0 | 102.4
COC(=O)C1=C(C)N(C)C(C)=C(C(=O)OC)C1c1ccccc1 | -10.2 | x
COC(=O)c1cn(C(=O)c2ccc(Br)o2)c2ccccc12 | -0.2 | 90.4
CCOc1cc(C(=O)NCCOC)cc(OCC)c1OCC | 9.5 | 101.0
Cc1cccc(N2C(=O)/C(=C/c3cccc(O)c3)SC2=S)c1 | 4.2 | x
CCOC(=O)c1ccc(NC(=O)C(CC)(CC)C(=O)OCC)cc1 | -6.5 | 70.5
O=C(c1ccc(Cl)s1)N1CCOCC1 | 3.2 | 127.9
CCC1=NN2C(=N)/C(=C/c3cccc(OCc4ccccc4F)c3)C(=O)N=C2S1 | 3.7 | x

# Next section
Compound | HePTP inh | BAP1 block
O=C(Nc1cc(C(F)(F)F)ccc1Cl)C(c1ccccc1)c1ccccc1 | -0.4 | x
CCOC(=O)c1sc2nc(-c3ccco3)c3c(c2c1N)CC(C)(C)OC3 | -0.9 | 53.8
COc1ccc([N+](=O)[O-])cc1NC(=O)c1c(Cl)cccc1Cl | -4.6 | x
Cc1c(NC(=O)c2cccc(OCc3ccccc3)c2)cccc1-c1nc2ccccc2o1 | 4.1 | x
Nc1c(N2CCOCC2)cc(Nc2ccc(Cl)cc2)c2c1C(=O)c1ccccc1C2=O | 3.3 | x
S=C(Sc1nc(Nc2ccccc2)nc(Nc2ccccc2)n1)N1CCOCC1 | -7.2 | x
COc1ccc(O)c(C(=O)CC(=O)c2ccc(F)cc2)c1 | -0.3 | 101.2
Clc1ccc2nc(N3CCCCC3)sc2c1 | -5.6 | 95.8
N#Cc1ccccc1NC(=O)CSc1nnc(-c2ccccc2)n1-c1ccccc1 | -0.8 | 77.7

# Screening data deposited in PubChem by several laboratories.
